# Screens (PubChem)
# ELG1 genotoxic: qHTS screen for small molecules that induce genotoxicity in human embryonic kidney (HEK293T) cells expressing luciferase-tagged ELG1; HEK293T ELG1-luciferase reporter, luminescence, 16 h; Potency, µM (series often up to 46 µM), for the others: at the top dose activity change, positive = activation, actives largely listed as activators; 1.3% of 330,000 active; AID 504466, 2011; note: potency is the fitted concentration of half-maximal effect; % of control where 0% means no effect; nearly all actives have a fitted effect of over 60% in size
#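 Genotoxic stress is detected as increased luminescence from luciferase-tagged ELG1 in HEK293T cells, measured with ONE-Glo after a 16 hr treatment at 37 °C.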
# PKM2 act: qHTS Assay for Activators of Human Muscle isoform 2 Pyruvate Kinase; 0.34% of 260,000 active; purified PKM2, Kinase-Glo ATP luminescence, activation; response scale: 0% is enzyme alone, no compound; Potency, µM (top dose mostly 57.5 µM), for the others: at the top dose activation, hits mostly activators; note: potency is the fitted concentration of half-maximal effect; % is set by controls: 0 for no effect and ±100 for the full control effect; nearly all actives have a fitted effect of over 55% in size
#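 Kinase-Glo luminescence reports ATP generated from ADP (0.1 mM) and PEP (0.5 mM) by purified hPK-M2 after 1 h at room temperature, pH 7.2 imidazole buffer; intermediate enzyme activity allows detecting inhibitors and activators.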
# BRCA1 expr act: qHTS Assay to Identify Small Molecule Activators of BRCA1 Expression | AID 624202, 2012 | MCF7-BRCA1-FFLuc reporter, luminescence, 48 h; response scale: scaled: vehicle 0%, 10 µM genistein 100% | 1.1% of 380,000 active | Potency, µM (series often up to 46.1 µM), for inactives: top-dose activation, usual class: activators; note: potency is the fitted concentration of half-maximal effect; nearly all actives have a fitted effect of over 80% in size; some results filed as inactive show a strong effect at the top dose
#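 Reporter cells (MCF7, BRCA1 promoter-firefly luciferase) received library compounds across a concentration series for 48 h. End-point luminescence was measured and concentration-effect curves derived after normalization.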
# RORgamma inh: qHTS for inhibitors of ROR gamma transcriptional activity | 5.4% of 310,000 active | AID 2551, 2010 | Drosophila S2 Gal4-RORgamma UAS-luciferase reporter, 20 h | Potency, µM (top dose mostly 53.6 µM), without a hit: top-dose activity change, negative = inhibition, usual class: inhibitors; note: potency is the fitted concentration of half-maximal effect; % is set by controls: 0 for no effect and ±100 for the full control effect; nearly all actives have a fitted effect of over 60% in size
# Target sequence (P51450 whole entry, looked up, the tested form may be a part): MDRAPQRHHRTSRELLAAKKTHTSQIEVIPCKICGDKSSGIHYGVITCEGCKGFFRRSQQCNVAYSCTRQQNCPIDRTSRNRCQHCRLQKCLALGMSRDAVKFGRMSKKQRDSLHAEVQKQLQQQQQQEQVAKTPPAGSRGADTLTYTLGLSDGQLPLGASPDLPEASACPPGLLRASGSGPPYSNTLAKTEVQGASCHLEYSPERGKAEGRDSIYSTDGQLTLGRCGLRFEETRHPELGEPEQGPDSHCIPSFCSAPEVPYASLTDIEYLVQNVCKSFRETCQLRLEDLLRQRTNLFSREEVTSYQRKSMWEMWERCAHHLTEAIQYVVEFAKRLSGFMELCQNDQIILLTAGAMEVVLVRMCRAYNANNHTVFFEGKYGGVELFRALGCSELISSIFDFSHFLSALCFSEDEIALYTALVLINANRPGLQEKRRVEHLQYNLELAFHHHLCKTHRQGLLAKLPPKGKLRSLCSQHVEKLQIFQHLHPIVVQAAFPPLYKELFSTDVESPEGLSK
#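 A Gal4/UAS one-hybrid system in insect cells: metallothionein-promoter Gal4–ROR gamma fusion plus Photinus luciferase reporter. Copper sulfate 700 uM final, 20 hr ambient incubation, luminescent detection after 10 min with reagent.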
# FLuc modulator: qHTS profiling assay for firefly luciferase inhibitor/activator using purifed enzyme and Km concentrations of substrates (counterscreen for miR-21 project) | purified FLuc, Km substrates, luminescence inhibition | Potency, µM (doses to about 57.5 µM), for inactives: at the highest dose activity change, negative = inhibition, actives largely listed as inhibitors | 6.9% of 360,000 active;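 note: potency is the fitted concentration of half-maximal effect; plate controls were vehicle for no effect and reference inhibitor for full effect; nearly all actives have a fitted effect of over 55% in size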
#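 Purified P. pyralis luciferase, 10 nM final, with Km-level 10 uM D-luciferin and 10 uM ATP in 50 mM Tris acetate pH 7.5, 10 mM Mg acetate, 0.01% Tween-20, 0.05% BSA; 6-point qHTS titration about 60 µM downward; luminescence read.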
# Rab9 promoter act: qHTS Assay for Rab9 Promoter Activators; 2.8% of 320,000 active; Huh7 Rab9 promoter-luciferase reporter, luminescence, 24 h; Potency, µM (series often up to 9.22 µM), for the others: at the top dose activation, negative = inhibition, most hits filed as activators; note: potency is the fitted concentration of half-maximal effect; % of control where 0% means no effect; nearly all actives have a fitted effect of over 60% in size
#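 Measured in stably transfected Huh7 cells bearing a Rab9 promoter–luciferase construct: 24 h compound treatment at 37 °C, followed by luminescence detection.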
# Gal4-VP16 FLuc: VP16 counterscreen qHTS for inhibitors of ROR gamma transcriptional activity; Potency, µM (top dose mostly 53.6 µM), for inactives: top-dose activity, negative = inhibition, hits mostly inhibitors; Drosophila S2 Gal4-VP16 UAS-luciferase, luminescence, 20 h; AID 2546, 2010; 3.5% of 310,000 active;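 note: Gal4-VP16 expression switched on by copper sulfate through the metallothionein promoter; potency is the fitted concentration of half-maximal effect; % is set by controls: 0 for no effect and ±100 for the full control effect; nearly all actives have a fitted effect of over 50% in size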
# p53 reactivator: qHTS assay for re-activators of p53 using a Luc reporter; 0.063% of 320,000 active; H1299 p53-A138V BP100-luciferase reporter, luminescence, 24 h; Potency, µM (titrated, usually from 92.2 µM), for the others: at the highest dose activity change, positive = activation, usual class: activators; note: potency is the fitted concentration of half-maximal effect; % of control where 0% means no effect; nearly all actives have a fitted effect of over 45% in size
#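 H1299 (p53-null), stable ts p53-A138V + BP100-Luc; 1000 cells/well, Opti-MEM/10% FBS; cpd 4 pt, 1:5; 24 h, 37 deg C, 5% CO2; detection reagent 10 min RT; luminescence.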
# Giardia killer: Small Molecules that selectively kill Giardia lamblia: qHTS. Giardia lamblia trophozoite viability. activity change, % at 7.66 µM, hits read low. 0.15% of 340,000 active. AID 540267, 2011; in the data active = activity change below about -80%; inconclusive = between about -30% and that limit;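 note: parasites exposed to compound for two days anaerobically before the ATP read; % is set by controls: 0 for no effect and ±100 for the full control effect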
#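 Compounds were tested on trophozoites seeded at 100 cells/well and held 48 hrs at 37 deg C anaerobically. An ATP-based luminescent kit measured the remaining live cells.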
# Menin-MLL TR inh: qHTS Assay for Inhibitors Targeting the Menin-MLL Interaction in MLL Related Leukemias: Competition With Texas Red Labeled MLL-derived Mutant Peptide | O00255 | Menin + Texas Red MLL mutant peptide, fluorescence polarization | Potency, µM (titrated, usually from 61.6 µM), for inactives: at the top dose FP activity change, negative = inhibition, usual class: inhibitors | 0.23% of 270,000 active; active = well fitted inhibition curve with a large enough effect in the polarisation, with a control signal flat, not every such curve was filed as active; inconclusive = small, poorly fitted or top-dose-only effect, or effect the other way, or a change in a side signal; inactive = no such curve, though single readings can be large or run the other way; the % refers to the polarisation; note: potency is the fitted concentration of half-maximal effect; % of control where 0% means no effect; many of its hits are not listed in these tables
# Target sequence (O00255 whole entry, looked up): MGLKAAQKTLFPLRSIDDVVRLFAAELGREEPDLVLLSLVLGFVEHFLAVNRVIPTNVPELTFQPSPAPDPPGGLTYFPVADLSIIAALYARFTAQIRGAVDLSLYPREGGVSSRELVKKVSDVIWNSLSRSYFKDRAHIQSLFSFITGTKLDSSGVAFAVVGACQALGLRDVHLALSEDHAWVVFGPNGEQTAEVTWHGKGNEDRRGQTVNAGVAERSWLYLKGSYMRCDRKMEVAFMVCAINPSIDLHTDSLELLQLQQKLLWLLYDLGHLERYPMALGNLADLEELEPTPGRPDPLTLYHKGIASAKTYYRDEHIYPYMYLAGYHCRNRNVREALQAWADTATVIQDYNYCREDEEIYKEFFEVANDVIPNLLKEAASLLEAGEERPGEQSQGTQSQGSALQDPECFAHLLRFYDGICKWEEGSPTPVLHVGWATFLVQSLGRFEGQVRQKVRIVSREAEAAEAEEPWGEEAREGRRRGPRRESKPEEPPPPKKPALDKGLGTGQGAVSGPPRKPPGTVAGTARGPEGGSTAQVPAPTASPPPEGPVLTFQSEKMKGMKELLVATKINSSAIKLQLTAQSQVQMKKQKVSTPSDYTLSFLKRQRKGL
# NPC1 prom act: qHTS Assay for NPC1 Promoter Activators; Potency, µM (doses to about 9.22 µM), inactives show at the top dose activation, usual class: activators; 2.4% of 320,000 active; Huh7 NPC1 promoter luciferase reporter, 24 h;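 note: potency is the fitted concentration of half-maximal effect; % of control where 0% means no effect; nearly all actives have a fitted effect of over 60% in size; reporter is driven by a mutant NPC1 promoter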
#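 Stably transfected Huh7 (NPC1 promoter→luciferase), 1500 cells/well in Opti-MEM + 10% FBS, 2 h settle, then compound 24 h at 37 °C. Luminescence after 10 min with Amplite reagent.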
# * marks the source's active call; other numbers are inactive results; ? = inconclusive; / = no result given; & = joins results of further samples; [ ] = another dose, or the depositor's remark. Unless noted, calls come from the whole dose curve; as a rule, active = well fitted curve in the direction sought with a large enough effect; inconclusive = small, poorly fitted or top-dose-only effect, or another doubt; inactive = no such curve, though single readings can be large; an effect the other way counts as inactive or inconclusive.
SMILES	Menin-MLL TR inh	BRCA1 expr act	NPC1 prom act	Gal4-VP16 FLuc	p53 reactivator	Giardia killer	FLuc modulator	RORgamma inh	ELG1 genotoxic	Rab9 promoter act	PKM2 act
COc1ccc(N2CCN(c3cc(C)c4cccc(C)c4n3)CC2)cc1	24%	-66%	0%	1%	0%	-9	-14%	1%	-10%	3%	0%
CSCc1ccc(C(=O)NCc2ccccc2)cc1	-6%	77%	9%	0%	27%	14	27µM*	26%	3%	-3%	-3%
Cc1ccc(C)c(NC(=O)C2CC(O)CN2C(=O)OC(C)(C)C)c1 (configuration not stated)	-4%	12%	0%	-3%	-2%	-5	0%	-5%	0%	1%	-3%
O=[N+]([O-])c1cccc(NC(=S)N2CCCC2)c1	/	4%	-3%	5%	?	6	0%	-3%	-4%	0%	-1%
COc1ccc(/C=C(\NC(=O)c2ccccc2)C(=O)N2CCC(C)CC2)cc1	/	-6%	-10%	/	-5%	20	-1%	/	1%	0%	/
Cc1ccc(NC(=O)CSc2nnc(Cn3c(=O)sc4ccccc43)n2C)cc1	6%	24%	0%	1%	2%	-10	0%	18%	1%	-1%	5%
COc1ccccc1C1=NOC(Cn2c(NCCCO)nc3c2c(=O)n(C)c(=O)n3C)C1 (configuration not stated)	/	-11%	-5%	-3%	2%	1	-2%	16%	-19%	-4%	1%
CC(C)(C)n1nnnc1C(c1cccc(C#N)c1)N1CCCc2ccccc21 (configuration not stated)	5%	-3%	-1%	-16%	-12%	-1	10%	3%	-5%	-8%	2%
O=C(CCN1C(=O)/C(=C/c2ccccc2F)SC1=S)NCCCN1CCOCC1	5%	-1%	-5%	-3%	27%	4	-6%	-27%	-5%	-4%	2%
CN1CCN(Cc2cc(COCc3ccccc3)c3cccnc3c2O)CC1	?	-85%	-18%&-16%	1.3µM*	4%	-12	1%&3%	2µM*	8%	-35%&-19%[inhibitor]	3%
Cc1ccc(C(=O)COc2ccccc2-c2ccccc2)cc1	10%	-4%	-2%	?	-4%	-12	0%	?	0%	-4%	2%
CN(C)/C=N/c1nc(-c2ccc3ccccc3c2)cs1	?	?	0.5µM*	-5%	?	-24	4.8µM*	-15%	?	0.35µM*	/
CC(=O)Nc1ccc(SCC(=O)Nc2ccccc2Oc2ccccc2)cc1	10%	0%	-3%	1%	-1%	5	-4%	?	-2%	-2%	-4%
O=C(C1CCN(S(=O)(=O)N2CCC3(CC2)OCCO3)CC1)N1CCOCC1	-3%	7%	-2%	4%	-1%	1	-1%	4%	-1%	0%	1%
CC(C)c1ccc(OCC(=O)NNC(=S)NC(=O)c2ccco2)c(Br)c1	?	-3%	0%	6.3µM*	-14%	2	?	6.3µM*	-3%	-1%	5%
COc1cccc(S(=O)(=O)NCc2ccc(C(=O)NCc3ccccn3)cc2)c1	/	-14%	?	-8%	3%	9	1%	-42%	0%	-3%	2%
Cc1cccc(CSC2=NCCN2C(=O)c2ccc(S(=O)(=O)N(C)C)cc2)c1	4%	-3%	1%	6%	-1%	4	-5%	33%	-7%	-13%	0%
COCCCC1CCN(Cc2nc(-c3ccccc3)no2)CC1	-15%	30%	1%	-6%	8%	-4	?	5%	8%	16%	0%
CN1C(CC(=O)Nc2ccc(Br)cc2)c2ccccc2CC1(C)C (configuration not stated)	11%	0%	-5%	3%	-2%	1	-1%	-6%	-5%	-1%	-8%
O=C(COc1ccc2c(-c3ccccc3)cc(=O)oc2c1)NCc1ccccn1	-4%	3%	8%	-5%	2%	8	?	?	-3%	-1%	3%
O=C1C2C3C=CC(C3)C2C(=O)N1c1ccc2ccccc2c1 (configuration not stated)	-27%	22%	-2%	22%	/	-10	?	8%	-22%	-4%	3%
CC(C)CN(C(=O)COC(=O)c1ccc(C#N)cc1)C1CCS(=O)(=O)C1 (configuration not stated)	/	1%	-6%	/	1%	22	-3%	/	1%	-1%	/
Cc1ccc(-c2nnn(CC(=O)N(CC3CCCO3)C(C(=O)NC3CCCCC3)c3ccc(F)cc3)n2)o1 (configuration not stated)	-19%	-14%	-6%	-3%	1%	30[activator]	3%	2%	4%	-3%	-7%
Cc1cccc(NC(=O)c2ccc([N+](=O)[O-])s2)n1	21%	-66%[inhibitor]	24%	?	?	-89*	?	6%	-6%[9.26 µM]	20%	/
CCOc1ccccc1CN1CCC(Oc2ccc(C(=O)NCc3ccccn3)cc2)CC1	-3%	-27%	3%	1%	/	9	3%	20%	-3%	-9%	0%

# (list continues)
SMILES	Menin-MLL TR inh	BRCA1 expr act	NPC1 prom act	Gal4-VP16 FLuc	p53 reactivator	Giardia killer	FLuc modulator	RORgamma inh	ELG1 genotoxic	Rab9 promoter act	PKM2 act
CC(C)Cc1nnc(NC(=O)CSc2ncn[nH]2)s1	1%	4%	-6%	-4%	27%	1	0%	9%	4%	-1%	-3%
O=C1/C(=C/c2ccccc2Cl)SC(=S)N1CCC(=O)N1CCCCC1CCO (configuration not stated)	-16%	-58%	-8%	-3%	-7%	-2	?	-35%	-8%	-5%	-1%
O=C(c1cccc(N2CCNC2=O)c1)N1CCCC(Nc2cccc(F)c2)C1 (configuration not stated)	/	-3%	0%	-12%	-6%	-6	6%	7%	1%	0%	-1%
CNC(=O)c1cc(S(=O)(=O)Nc2ccc(C)cc2C)ccc1C	/	-26%	-9%	-13%	-12%	-5	4%	44%	-1%	-3%	-6%
CCOc1ccc(NC(=O)NN2C(C)CCCC2C)cc1 (configuration not stated)	?	-35%	0%	0%	0%	?	1%	9%	-1%	-3%	/
CC(=O)N1CCc2cc(S(=O)(=O)NC(CC(C)C)C(=O)Nc3cc(C)ccn3)ccc21 (configuration not stated)	-8%	-2%	-2%	1%	2%	19	-2%	6%	1%	-4%	-5%
CC(=O)Nc1ccc(N(C)S(C)(=O)=O)cc1	-2%	-6%	-1%	-3%	4%	2	0%	4%	-4%	-4%	-5%
Cc1cc(C)n(-c2nc(NCCO)c3c4c(sc3n2)CCCC4)n1	6%	-73%	-1%	4.5µM*	-4%	3	?	3.2µM*	5%	0%	1%
COc1cc(/C=N/n2nnnc2N)ccc1O	-7%	10%	0%	3%	-3%	25	2%	-8%	4%	4%	-6%
CC(=O)N[C@H]1[C@H](OCc2ccccc2F)O[C@H](COC(C)=O)[C@@H](OC(C)=O)[C@@H]1OC(C)=O	/	-3%	-4%	0%	-1%	11	-2%	10%	0%	0%	-1%
NC(=O)c1ccc(NC(=O)C2CCCC2)cc1	-8%	5%	6%	11%	8%	-11	-10%	-6%[1.91 µM]	4%	3%	6%

# Entries of single compounds as entered above. Screens in order: Menin-MLL TR inh	BRCA1 expr act	NPC1 prom act	Gal4-VP16 FLuc	p53 reactivator	Giardia killer	FLuc modulator	RORgamma inh	ELG1 genotoxic	Rab9 promoter act	PKM2 act
# Record of O=[N+]([O-])c1cccc(NC(=S)N2CCCC2)c1 → /	4%	-3%	5%	?	6	0%	-3%	-4%	0%	-1%
# Record of COc1cccc(S(=O)(=O)NCc2ccc(C(=O)NCc3ccccn3)cc2)c1 → /	-14%	?	-8%	3%	9	1%	-42%	0%	-3%	2%
# Record of COc1ccccc1C1=NOC(Cn2c(NCCCO)nc3c2c(=O)n(C)c(=O)n3C)C1 (configuration not stated) → /	-11%	-5%	-3%	2%	1	-2%	16%	-19%	-4%	1%

# By substructure, the compounds so far containing a furan ring, fused or not.
SMILES	Menin-MLL TR inh	BRCA1 expr act	NPC1 prom act	Gal4-VP16 FLuc	p53 reactivator	Giardia killer	FLuc modulator	RORgamma inh	ELG1 genotoxic	Rab9 promoter act	PKM2 act
CC(C)c1ccc(OCC(=O)NNC(=S)NC(=O)c2ccco2)c(Br)c1	?	-3%	0%	6.3µM*	-14%	2	?	6.3µM*	-3%	-1%	5%
Cc1ccc(-c2nnn(CC(=O)N(CC3CCCO3)C(C(=O)NC3CCCCC3)c3ccc(F)cc3)n2)o1 (configuration not stated)	-19%	-14%	-6%	-3%	1%	30[activator]	3%	2%	4%	-3%	-7%

# Entries above printed as active in Rab9 promoter act.
molecule | Menin-MLL TR inh | NPC1 prom act | p53 reactivator | Rab9 promoter act | PKM2 act
CN(C)/C=N/c1nc(-c2ccc3ccccc3c2)cs1 | ? | 0.5µM* | ? | 0.35µM* | /

# The list is partial; count on the stated rates, not on these rows.
